# High-throughput results from PubChem.
# All columns: NCI-60 one-dose screen, growth in % after 48 h at 10 µM unless noted; 100 = growth as untreated, 0 = no growth, -100 = all killed.
# NCI-H226 = NCI-H226 lung cancer. hit rate 3.5% among 79,000
# COLO 205 = COLO 205 colon cancer | hit rate 7.3% among 79,000 | AID 1794742
# HCT-116 = HCT-116 colon cancer; AID 1794798; hit rate 7.3% among 82,000
# NCI-H322M = NCI-H322M lung cancer | hit rate 2.7% among 80,000 | AID 1794733
# NCI-H522 = NCI-H522 lung cancer | hit rate 8% among 78,000
# HT29 = HT29 colon cancer | hit rate 7.4% among 81,000 | AID 1794748
# NCI-H460 = NCI-H460 lung cancer; hit rate 6.8% among 82,000
# NCI/ADR-RES = NCI/ADR-RES ovarian cells | hit rate 4.4% among 81,000 | AID 1794790
# HCT-15 = HCT-15 colon cancer; hit rate 5.2% among 82,000; AID 1794746
# * = called active by the depositor; x = not tested or not shown. How the source made its calls: active means growth percent below 10; inactive means the rest.
SMILES,NCI-H226,COLO 205,HCT-116,NCI-H322M,NCI-H522,HT29,NCI-H460,NCI/ADR-RES,HCT-15
NC(=O)C1CCN(C(=O)C(=O)c2c(-c3ccccc3)cc3ccccn23)CC1,101,103,92,98,85,95,101,104,100
O=S(=O)(Nc1ccc(Cl)nn1)c1ccc(NC(=S)Nc2ccccc2)cc1,95,110,105,103,94,107,102,106,101
CC[C@H]1CCC/C=C/[C@@H]2C[C@H](O)C[C@H]2[C@H](O)/C=C/C(=O)O1,-1.3*,-97*,-68*,-2.6*,-57*,-57*,6.1*,2.2*,8.8*
COc1cc2nc3c(=O)n(-c4ccc(C#N)cc4)cnn3c(=O)c2cc1OC,95,94,101,93,82,100,104,100,100
Cc1noc(N)c1C(=O)Nc1ccccc1F,107,113,102,112,107,102,111,111,100
CN1CCN(c2ccc3nc(-c4ccc5nc(-c6ccc(C(F)(F)F)cc6)[nH]c5c4)[nH]c3c2)CC1,x,x,21,80,64,29,31,102,80
O=c1[nH][nH]c(-c2ccc(Cl)cc2)c1-c1nc2ccccc2s1,81,107,91,89,89,105,73,66,72
Cc1cccc(Cl)c1N,118,119,113,127,105,109,107,101,109
CCCN1[C@@H]2CC[C@H]1/C(=C\c1ccc(OC)cc1OC)C1=C2[C@@H](c2ccc(OC)cc2OC)C(C#N)=C(N)O1,63,43,29,71,52,21,54,67,50
CC(=O)OCC1OC(n2c(Br)nc3c(=O)[nH]c(N)nc32)C(OC(C)=O)C1OC(C)=O (stereo not drawn),121,113,112,83,102,107,116,102,107
Cc1ccc2cc(-c3nc4ccccc4o3)c(Cl)nc2c1Cl,96,108,116,x,97,102,108,92,100
O=c1oc2c(cnc3ccccc32)cc1-c1ccccc1,100,106,98,105,97,108,101,101,95
CS(=O)(=O)c1ccc(-n2cc(/C=N/O)c(-c3ccc(Br)cc3)n2)cc1,100,118,103,105,99,107,109,105,96
O=c1[nH]nc(-c2ccc([N+](=O)[O-])o2)c(=O)[nH]1,88,99,87,105,89,111,96,97,95
C=C1C(=O)O[C@H]2[C@H]1CC/C(COC(=O)CCCCCCC(=O)OC/C1=C/CC[C@@]3(C)O[C@H]3[C@H]3OC(=O)C(=C)[C@@H]3CC1)=C\CC[C@@]1(C)O[C@@H]21,65,-65*,-41*,100,-81*,3.7*,78,47,0.9*
CC(C)c1ccc2c(c1)CC[C@H]1[C@](C)(C#N)CCC[C@]21C,84,116,100,113,99,96,105,105,97
COC1=CC2C(C)(O)c3ccccc3N3C(=O)COC23C=C1 (stereo not drawn),97,114,104,108,91,106,107,98,106
C#CC(C(C)C)N(CCO)CCCC (stereo not drawn),97,108,104,107,107,117,101,110,95
O=C(/C=C\c1ccc([N+](=O)[O-])cc1)OCCCCOC(=O)/C=C/c1ccc([N+](=O)[O-])cc1,98,113,108,99,110,110,106,107,101
COC12C=C/C(=C(/C(=O)OCCSc3ccnn3C)C(=O)CCCCCCCCC3(OC)C=C/C(=C(/C(=O)OCCSc4ccnn4C)C(=O)CCCCCCCC1)O3)O2,-54*,-42*,-39*,12,-17*,12,3.9*,25,-19*
N/C(=N\c1nc(-c2cccc([N+](=O)[O-])c2)cs1)NC(=O)Nc1ccc(Br)cc1,71,86,54,80,62,76,74,64,50
COc1ccc2c(ccc(=O)n2C)c1,105,x,98,115,117,111,111,108,101
OC(c1ccccc1)(c1ccccc1)c1ccc2ccccc2c1,93,98,87,99,x,78,97,100,84
CCOCCc1c(O)nc(SC)[nH]c1=O,92,105,100,111,95,101,107,96,98
CC1(C)CN(c2cnc(C(=O)Nc3cc(F)cc4cccnc34)cn2)CCN1,93,20,11,85,41,47,83,91,59
C=CC(O)CCC (stereo not drawn),115,119,112,103,100,100,104,103,98
COc1cc(OC)c2c(c1)O[C@@]1(OC)[C@H](c3ccccc3)C[C@H](O)[C@@]21O,91,108,97,104,85,98,117,105,101
Cc1nc(N)[nH]c(=O)c1Br,108,112,107,108,116,116,113,108,99
CCCCCCCCOC(=O)C(C)OC(=O)OCCOCCOC(=O)OC(C)C(=O)OCCCCCCCC (stereo not drawn),102,119,102,92,114,115,107,101,111
O=C(NN1C(=O)c2ccccc2C1=O)c1ccc2nc(-c3ccc(Cl)cc3)[nH]c2c1,90,104,88,100,88,95,91,96,90
COc1cc(-c2nn(-c3ccc(NC(=O)c4ccc(Cl)c(C(F)(F)F)c4)cc3)cc2-c2ccncc2)ccc1Cl,56,-22*,9.2*,56,x,-75*,12,31,-44*
CCCCCCCCn1ncc2c(Nc3cccc(Br)c3)ncnc21,88,121,101,99,101,111,102,96,83
O=C(CN(Cc1ccco1)C(=O)/C=C/c1cccc([N+](=O)[O-])c1)Nc1ccccc1C(F)(F)F,83,102,85,104,71,109,102,83,93
CC(C)(CCc1ccccn1)C(=O)CCCc1ccccn1,104,96,94,116,108,97,106,106,108
CCOC(=O)C(Cc1ccccc1Cl)n1cc(-c2ccccc2)nn1 (stereo not drawn),101,109,93,104,74,90,105,107,104
O=c1c2cc(F)ccc2sc2c(NCCCNCCO)nc3ccc(Cl)cc3c12,x,3.0*,-18*,79,49,-49*,-54*,86,51
O=C(O)c1cc(=O)[nH]c2ccc([N+](=O)[O-])cc12,108,111,113,112,113,113,105,100,103
O=C(NNC(=O)c1ccc(NC(=O)c2ccccn2)cc1)Nc1ccccc1,100,119,99,104,93,103,105,104,98
COc1ccc(C2NC(=O)Nc3ccccc32)c(OC)c1 (stereo not drawn),90,112,104,97,92,108,101,99,100
Cc1cc2nnc(SCc3ccccc3)n2c(SCc2ccccc2)n1,93,109,97,106,79,107,99,95,95

# 11 of the compounds above, with two lines to a compound.
# Fields – NCI-H226, COLO 205, HCT-116, NCI-H322M, NCI-H522, HT29, NCI-H460, NCI/ADR-RES, HCT-15
> O=C(NN1C(=O)c2ccccc2C1=O)c1ccc2nc(-c3ccc(Cl)cc3)[nH]c2c1
 : 90, 104, 88, 100, 88, 95, 91, 96, 90
> COc1cc(-c2nn(-c3ccc(NC(=O)c4ccc(Cl)c(C(F)(F)F)c4)cc3)cc2-c2ccncc2)ccc1Cl
 : 56, -22*, 9.2*, 56, x, -75*, 12, 31, -44*
> CCCCCCCCn1ncc2c(Nc3cccc(Br)c3)ncnc21
 : 88, 121, 101, 99, 101, 111, 102, 96, 83
> O=C(CN(Cc1ccco1)C(=O)/C=C/c1cccc([N+](=O)[O-])c1)Nc1ccccc1C(F)(F)F
 : 83, 102, 85, 104, 71, 109, 102, 83, 93
> CC(C)(CCc1ccccn1)C(=O)CCCc1ccccn1
 : 104, 96, 94, 116, 108, 97, 106, 106, 108
> CCOC(=O)C(Cc1ccccc1Cl)n1cc(-c2ccccc2)nn1 (stereo not drawn)
 : 101, 109, 93, 104, 74, 90, 105, 107, 104
> O=c1c2cc(F)ccc2sc2c(NCCCNCCO)nc3ccc(Cl)cc3c12
 : x, 3.0*, -18*, 79, 49, -49*, -54*, 86, 51
> O=C(O)c1cc(=O)[nH]c2ccc([N+](=O)[O-])cc12
 : 108, 111, 113, 112, 113, 113, 105, 100, 103
> O=C(NNC(=O)c1ccc(NC(=O)c2ccccn2)cc1)Nc1ccccc1
 : 100, 119, 99, 104, 93, 103, 105, 104, 98
> COc1ccc(C2NC(=O)Nc3ccccc32)c(OC)c1 (stereo not drawn)
 : 90, 112, 104, 97, 92, 108, 101, 99, 100
> Cc1cc2nnc(SCc3ccccc3)n2c(SCc2ccccc2)n1
 : 93, 109, 97, 106, 79, 107, 99, 95, 95

# Following part:
SMILES,NCI-H226,COLO 205,HCT-116,NCI-H322M,NCI-H522,HT29,NCI-H460,NCI/ADR-RES,HCT-15
c1ccc2cc(C3CC3)ccc2c1,106,111,101,101,98,105,98,107,99
Nc1c(-c2nc3ccccc3[nH]2)nnn1-c1ccc(Cl)cc1,105,102,76,97,87,94,95,111,x
Cc1cc2nc3ccc(N=Nc4ccc(N(C)C)cc4)cc3n(-c3ccccc3)c-2cc1=N,-81*,-87*,-60*,-97*,-74*,-67*,-58*,5.0*,-77*
O=C(O)C(Cc1ccc(O)cc1)n1c(O)c(C=C2N=c3ccccc3=N2)sc1=S (stereo not drawn),99,100,95,92,100,117,99,110,104
CC(C)(C)n1nc(C2CC2)c(Br)c1NC(=O)c1ccccc1F,102,104,109,98,x,103,102,103,93
C[N+](C)(C)CCOC(=O)c1ccc(OCc2ccccc2)cc1,107,122,110,100,98,113,108,106,106
O=S(=O)(O)c1cc(O)c2c(S(=O)(=O)O)cccc2c1,115,x,101,115,88,x,128,98,115
O=C(O)CCCCCc1ccccc1,97,115,102,108,88,101,115,107,98
CCOC(=O)c1c(NC(=O)c2ccc(C(F)(F)F)cc2)sc2c(CN3CCN(C)CC3)c(O)ccc12,-6.6*,-67*,-93*,10,-21*,-52*,-71*,-63*,-73*
CCN1C(=O)N(CC)C2C1N=C(SCc1ccc(Cl)cc1)N2/N=C/C=C/c1ccccc1 (stereo not drawn),89,95,68,94,57,69,88,88,79
O=C(Nc1ccc2c(ccn2C(=O)c2cccc(F)c2)c1)c1cnccn1,99,110,104,103,x,106,115,109,111
Oc1ccc(Cl)c(Nc2ncnc3c2cnn3CC(Cl)c2ccc(Br)cc2)c1 (stereo not drawn),84,91,41,67,53,57,67,48,38
O=C(NCCCNS(=O)(=O)c1ccc(Cl)cc1)Nc1ccc(-n2cc(-c3ccncc3)c(-c3ccc(Cl)c(O)c3)n2)cc1,41,16,16,x,41,0.3*,14,77,36
Cc1c(CCO)cc(-c2ccc(Cl)cc2)n1-c1ccccc1,96,115,96,101,82,103,100,105,97
CC1(CCl)Nc2ccccc2C(=O)N1c1ccc(Cl)cc1 (stereo not drawn),96,110,93,100,100,103,102,110,95
CC1SC(c2ccccc2Br)N(NC(=O)CCC(=O)c2nc3ncccc3[nH]2)C1=O (stereo not drawn),77,108,87,95,79,101,97,81,91
CC12CCC3c4ccc(O)cc4CCC3C1CCC2O (stereo not drawn),102,107,100,99,96,98,108,98,102
NC(N)=NC(N)=Nc1cc2ccccc2c2ccccc12,54,-59*,-45*,53,7.5*,13,22,80,58
O=C(c1ccco1)N1CCn2c(nnc2C(F)(F)F)C1,85,109,100,104,x,106,101,103,98
CCCCC(=O)N(c1ccc(Nc2c3ccccc3nc3cc([N+](=O)[O-])ccc23)cc1)S(C)(=O)=O,71,88,63,82,51,79,14,101,76
c1ccc(-c2c3c(nn2-c2ccccc2)CON(c2ccccc2)[C@H]3c2ccccc2)cc1,79,104,77,89,82,86,85,85,94
CNC1=C([N+](=O)[O-])C(c2cccc(Cl)c2Cl)C(C#N)=C(c2ccc[nH]2)O1 (stereo not drawn),100,104,98,101,99,107,107,105,98
CCCCCCCCCCCCCCCCCCOC(=O)C(N)Cc1ccc(O)cc1 (stereo not drawn),99,117,83,97,75,97,92,95,98
O=C1NC(=O)C2(N1)c1ccccc1-c1ccccc12,102,95,108,109,x,102,105,103,103
CC(=O)/C(=C/n1c(=S)sc2ccccc21)C(=O)Nc1ccccc1,77,107,103,97,92,103,105,98,103
Nc1nc2ccc(Cl)cc2o1,113,100,91,x,x,96,109,106,98
CCC(=N)C(c1ccccc1)(c1ccccc1)C(C)CN(C)C (stereo not drawn),86,106,94,104,97,93,109,102,103
COc1cc(-c2cc(-c3cc4c([nH]c5ccccc54)c(-c4cc(OC)c(OC)c(OC)c4)n3)cc(-c3ccccc3)n2)cc(OC)c1OC,77,85,57,95,43,44,65,42,52
CNC(=O)c1cc(Oc2cccc3nc(N4CCCC4)ccc23)ccn1,97,105,92,100,81,97,104,108,102
COc1cc2c(c(OC)c1OC)[C@]1(OCC[C@H]1C)c1cccc(OC)c1-2,101,117,98,103,92,98,105,98,95
CC1(C)CC[C@]23CC[C@]4(C)[C@H](CC[C@@H]5[C@@]6(C)C/C(=C/c7ccncc7)C(=O)C(C)(C)[C@@H]6CC[C@]54C)[C@H]2[C@H]1OC3,91,68,50,91,76,44,76,98,73
O=C(Nc1ccccc1O)Nc1ccccc1O,101,105,113,96,86,93,108,101,102
C#CCSc1nnnn1-c1ccccc1,82,113,72,98,93,96,95,87,54
COc1cc2c(cc1OC)C1=NN(C(=O)Nc3ccc(F)cc3)C(c3ccc(F)cc3)C1C2 (stereo not drawn),111,114,99,110,89,88,103,98,96
N/C=c1\sc2ncnn2c1=O,110,102,109,99,87,91,110,97,97
OC1CN=C(C(c2ccccc2)c2ccccc2)NC1 (stereo not drawn),100,105,109,130,104,109,110,102,116
CCN(CC)CCN1c2nc3ccccc3cc2Sc2cc3ccccc3nc21,-11*,-74*,-45*,x,-69*,-92*,-95*,4.9*,3.3*
CCc1cc2n(n1)-c1ccc(C(=O)OC)cc1Oc1ccccc1-2,90,103,87,106,76,94,104,95,90
Cc1ccccc1CCO,94,93,94,91,76,76,105,101,100
Nc1ncc(-c2ccc(C(F)(F)F)cc2)c(NC2CCCCCC2)n1,40,38,26,67,-6.5*,31,45,57,74
COc1ccc(-c2csc(NC(=O)CN3CCN(c4cc5c(cc4F)c(=O)c(C(=O)O)cn5C4CC4)CC3)n2)cc1,16,13,9.6*,17,-9.2*,4.1*,3.8*,61,15
O=C(Cn1cc(COn2nnc3ccccc32)nn1)Nc1cccc(Cl)c1,99,111,102,97,93,105,109,104,105
O=c1nc(-c2ccc(Cl)cc2Cl)cc(-c2ccco2)[nH]1,91,116,84,x,94,102,96,98,86
O=C(C[n+]1ccc2ccccc2c1)c1ccc(O)c(O)c1,104,110,99,94,86,99,119,98,101
O=C(CSc1nnc(-c2cccs2)n1-c1ccccc1)Nc1cccc(Br)c1,91,108,95,102,71,99,98,89,92
C#CCn1cccc1CNC1CCCCC1,95,110,106,108,97,102,104,98,103
CC(=O)OCc1nc(C#N)c(N(C)C)o1,97,105,93,100,90,99,103,103,89
